EBI2 block – EBI2 (human) antagonism | P32249 | EBI2 beta-arrestin recruitment, luminescence, 7a,25-OHC stimulated | inhibition, % at 5 µM | actives 0.81% (n = 360,000) | AID 651636; in the data active = inhibition above about 38%;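 also: enzyme fragment complementation signal reports receptor beta-arrestin coupling in cells; 0% = agonist plus DMSO wells and 100% = wells without agonist; some results beyond the cut were filed as inactive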
Target sequence (P32249 whole entry, looked up, the tested form may be a part): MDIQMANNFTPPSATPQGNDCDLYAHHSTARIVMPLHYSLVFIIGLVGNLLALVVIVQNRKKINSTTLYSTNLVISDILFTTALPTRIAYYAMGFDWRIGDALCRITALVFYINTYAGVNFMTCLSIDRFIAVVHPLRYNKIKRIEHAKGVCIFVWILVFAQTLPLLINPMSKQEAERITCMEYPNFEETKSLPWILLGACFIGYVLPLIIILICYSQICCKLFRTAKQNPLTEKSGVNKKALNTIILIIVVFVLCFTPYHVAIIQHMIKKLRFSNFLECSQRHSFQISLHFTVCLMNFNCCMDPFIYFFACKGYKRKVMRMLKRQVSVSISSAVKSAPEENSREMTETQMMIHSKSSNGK
CXCR6 block – inhibitors of human CXCR6 receptor | actives 0.36% (n = 360,000) | O00574 | CHO-K1 PathHunter CXCR6 beta-arrestin, luminescence | inhibition, % at 20 µM; in the data active = inhibition above about 34%, passing the limit was not always enough;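 also: antagonist mode with CXCL16 agonist at 10 nM final; 0% = 10 nM CXCL16 with DMSO and 100% = unstimulated wells without agonist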
Target sequence (O00574 whole entry, looked up): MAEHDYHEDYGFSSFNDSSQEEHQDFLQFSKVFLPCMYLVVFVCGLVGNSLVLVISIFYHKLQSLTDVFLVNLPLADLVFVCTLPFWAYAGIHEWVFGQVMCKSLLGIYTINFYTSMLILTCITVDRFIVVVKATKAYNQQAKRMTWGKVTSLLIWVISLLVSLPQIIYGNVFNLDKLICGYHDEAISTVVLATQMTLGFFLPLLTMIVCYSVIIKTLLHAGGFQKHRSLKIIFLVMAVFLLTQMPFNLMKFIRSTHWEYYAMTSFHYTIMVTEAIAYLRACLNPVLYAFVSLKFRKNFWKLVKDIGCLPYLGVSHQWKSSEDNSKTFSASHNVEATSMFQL
Numbers without * were called inactive. This is a subset (hit frequency here may not be typical).

Screening COc1cccc(N(CC(=O)N2CCN(Cc3ccccc3)CC2)S(C)(=O)=O)c1 returned EBI2 block 13.8 and CXCR6 block -4.6.
CC1(C(=O)Nc2cnc3ccccc3c2)CCN1CCc1ccccc1 (stereo not given) was read as EBI2 block 28.1 and CXCR6 block 5.1.
CCOC(=O)N1CCN(C(=O)C[C@@H]2C[C@@]3(C(=O)OC)CCCCC=C3N(Cc3ccc(Cl)cc3Cl)C2=O)CC1 was read as EBI2 block 15.7 and CXCR6 block 1.3.
Screening Cc1cc(NS(=O)(=O)c2ccc(NC(=O)c3ccc([N+](=O)[O-])cc3)cc2)nc(C)n1 returned EBI2 block -15.6 and CXCR6 block -2.3.
Screening CC1(C)OCC(CNC(=O)c2[nH]c(C(F)(F)F)nc2-c2ccccc2)O1 (stereo not given) returned EBI2 block -3.7 and CXCR6 block -12.6.
For C[C@@H]1CN([C@H](C)CO)C(=O)c2cc(-c3ccc(C#N)cc3)cnc2O[C@H]1CN(C)C(=O)c1ccccc1 the results were EBI2 block 10.0 and CXCR6 block 1.5.
`Cc1ccc(NC(=O)COC(=O)CN2CCSC2=O)cc1F` gave EBI2 block 1.2 and CXCR6 block -2.4.
`C[C@@H]1CN([C@H](C)CO)C(=O)c2cc(-c3ccccc3)cnc2O[C@@H]1CN(C)C(=O)C1CCOCC1` gave EBI2 block 1.3 and CXCR6 block 3.2.
For CCOC(=O)C1=C(COC(=O)Cc2ccccc2[N+](=O)[O-])NC(=O)NC1C (stereo not given) the results were EBI2 block -15.2 and CXCR6 block -1.2.
For O=C(c1cc2c(c(-c3cccc(-c4ccncc4)c3)n1)[C@@H](CCO)N(C(=O)c1ccc3c(c1)OCO3)C2)N1CCOCC1 the results were EBI2 block 4.3 and CXCR6 block -14.2.
`CC1CCCC(NC(=O)c2cccc(S(=O)(=O)N3CCOCC3)c2)C1C` (stereo not given) gave EBI2 block -8.0 and CXCR6 block 5.0.
Screening COc1ccc(-c2csc(NC(=O)CS(=O)(=O)c3ccccc3)n2)cc1OC returned EBI2 block -1.7 and CXCR6 block 2.4.
CC(C)(Cc1nc2ccccc2[nH]1)c1nc2ccccc2[nH]1 was read as EBI2 block -5.4 and CXCR6 block -0.5.
Screening Cn1nnc2cc(NC(=O)Nc3ccccc3F)ccc21 returned EBI2 block 1.2 and CXCR6 block -2.1.
Screening O=C(Nc1cccc2[nH]c([C@H]3C[C@H](O)[C@@H](CO)O3)nc12)NC(c1ccccc1)c1ccccc1 returned EBI2 block -2.7 and CXCR6 block 3.1.

The final 3 compounds of the part above open the next one:
CC(C)(Cc1nc2ccccc2[nH]1)c1nc2ccccc2[nH]1 was read as EBI2 block -5.4 and CXCR6 block -0.5.
Screening Cn1nnc2cc(NC(=O)Nc3ccccc3F)ccc21 returned EBI2 block 1.2 and CXCR6 block -2.1.
Screening O=C(Nc1cccc2[nH]c([C@H]3C[C@H](O)[C@@H](CO)O3)nc12)NC(c1ccccc1)c1ccccc1 returned EBI2 block -2.7 and CXCR6 block 3.1.
CC1(C(=O)Nc2cccc(NS(C)(=O)=O)c2)Cc2c(-c3cccc(C(N)=O)c3)ccnc2O1 (stereo not given) was read as EBI2 block -10.9 and CXCR6 block -4.5.
OC(c1ccccc1)c1nc(-c2cc(F)cc(F)c2)cs1 (stereo not given) was read as EBI2 block 9.7 and CXCR6 block -10.8.
For COC(=O)[C@H]1C[C@@]2(O)CN(S(=O)(=O)c3ccc(C)cc3)C[C@@]2(OC(=O)Nc2cccs2)C[C@H]1C(=O)OC the results were EBI2 block 0.5 and CXCR6 block 6.2.
`Cn1cc(-c2cccc3nncn23)cn1` gave EBI2 block -3.5 and CXCR6 block 1.8.
`CCc1nc2ccc(C(=O)NCc3cccs3)cn2c1N(CC)Cc1cccc(Br)c1` gave EBI2 block 18.1 and CXCR6 block 16.3.
O=C(NCc1ccccc1)/C(=C\c1cccc([N+](=O)[O-])c1)NC(=O)c1ccco1 was read as EBI2 block -3.0 and CXCR6 block 3.7.
CCCCC[C@H]1CCCCC[C@H](O)C[C@@H](O)[C@H](O)/C=C/C(=O)O1 was read as EBI2 block -29.8 and CXCR6 block -1.7.
Screening Nc1nc2ccccc2n1S(=O)(=O)c1ccccc1 returned EBI2 block 1.4 and CXCR6 block -2.2.
Screening CC1(C(=O)NS(=O)(=O)c2ccccc2Cl)CCN1C(=O)Cc1ccc(Cl)cc1Cl (stereo not given) returned EBI2 block 1.4 and CXCR6 block -7.2.
COc1ccc(-c2cc(NC=O)c3ncc(-c4cccc(C(=O)N(C)C)c4)n3c2)cn1 was read as EBI2 block 7.1 and CXCR6 block -0.1.
`O=C(OCC(=O)c1ccc[nH]1)c1ccc(S(=O)(=O)C(F)F)cc1` gave EBI2 block -0.4 and CXCR6 block 2.5.
COc1cc(OC)cc(C(=O)Nc2cccc(NC(=O)c3cccs3)c2)c1 was read as EBI2 block -3.2 and CXCR6 block 3.1.
Screening O=C(CNC(=O)N1CC(=O)Nc2ccccc21)Nc1ccc(Cl)cc1Cl returned EBI2 block 4.7 and CXCR6 block -3.8.
For CC(Oc1ccc(F)cc1)C(=O)Nc1cccc(S(=O)(=O)N(C)c2ccccc2)c1 (stereo not given) the results were EBI2 block -0.8 and CXCR6 block 2.5.
CC(C)C[C@H]1CN(CCCC[C@H]2CNC(=O)C(=O)N2CC2CCCCC2)C(=O)C(=O)N1CCc1ccccc1 was read as EBI2 block 2.3 and CXCR6 block -5.1.
COc1ccc(C(=O)NCC(c2ccco2)N2CCOCC2)cc1 (stereo not given) was read as EBI2 block -7.4 and CXCR6 block 4.9.
For C[C@@H]1CN([C@@H](C)CO)C(=O)CCCn2nncc2CO[C@H]1CN(C)Cc1ccc2c(c1)OCCO2 the results were EBI2 block -8.8 and CXCR6 block -2.8.
COc1ccc(NC(=O)c2cc(C3CCCCN3C(=O)c3ccc(C#N)cc3)on2)c(C)c1 (stereo not given) was read as EBI2 block -1.1 and CXCR6 block -4.3.
Screening COc1ccc(NC(=O)C2Cc3c(-c4ccc(NC(C)=O)cc4)ccnc3O2)cc1 (stereo not given) returned EBI2 block -4.8 and CXCR6 block -9.0.
Screening C1=CC2(C=C1)OC21CCC2(C=CC3(C2)OC3C2CCCCC2)CC1 (stereo not given) returned EBI2 block 1.0 and CXCR6 block -7.5.
For CCN(CC)C(=O)C1=C(C)N(CCC2=CCCCC2)C(=O)C(CC(=O)NCc2cccs2)C1 (stereo not given) the results were EBI2 block -4.8 and CXCR6 block -5.1.
Screening CC(C)(C)c1ccc(CC(=O)N2CCC2(C)C(=O)Nc2ccc(F)cc2F)cc1 (stereo not given) returned EBI2 block -3.0 and CXCR6 block 4.9.
COC(=O)c1ccc(CN2C(=O)C(C)ON=C2c2ncccc2C)o1 (stereo not given) was read as EBI2 block -0.8 and CXCR6 block -0.2.
`C[C@H](CO)N1C[C@H](C)[C@@H](CN(C)S(=O)(=O)c2cn(C)cn2)Oc2cc(Br)ccc2S1(=O)=O` gave EBI2 block 2.1 and CXCR6 block 5.2.
Screening CC1(C)CN(c2ccc(Br)cc2)C(=O)[C@H]1CC(=O)Nc1ccccc1 returned EBI2 block 7.2 and CXCR6 block 0.3.
Screening CCc1ccc2c(c1)NC(=O)C2(C)Cc1ccc(Cl)cc1 (stereo not given) returned EBI2 block 2.3 and CXCR6 block 0.4.
For Cn1c(=O)c2c(n(C)c1=O)n(C)c(=O)n2C the results were EBI2 block -3.6 and CXCR6 block -9.1.
For CN(C)CCNC(=O)c1cccc(-c2cnc3c(NC=O)cc(/C=C/c4ccccc4)cn23)c1 the results were EBI2 block -21.9 and CXCR6 block -22.2.
Screening COc1ccc(CN2C[C@@H](CO)O[C@@H](n3cnc4c(NCCO)ncnc43)C2)cc1 returned EBI2 block -11.2 and CXCR6 block -4.4.
CC1(C(=O)NCc2ccncc2)Cc2c(-c3cccc(C(F)(F)F)c3)ccnc2O1 (stereo not given) was read as EBI2 block -3.9 and CXCR6 block 0.4.
O=C(NCc1cccc(Cl)c1)c1ccc(-n2ccnc2)c2ccoc12 was read as EBI2 block -7.2 and CXCR6 block 4.5.
For CCCNC(=O)C1(C)CCCN(Cc2ccccc2Cl)C1 (stereo not given) the results were EBI2 block -1.8 and CXCR6 block 1.6.
O=C(NCCCn1ccnc1)c1sc2cc([N+](=O)[O-])ccc2c1Cl was read as EBI2 block -22.8 and CXCR6 block -9.5.
CC(=O)Nc1ccc(CC(=O)Nc2ccc3c(c2)OC2(CCCC2)O3)cc1 was read as EBI2 block -3.1 and CXCR6 block -1.1.
COc1ccccc1C(=O)N1CCN(C(=O)[C@H]2O[C@@H](n3ccc(=O)[nH]c3=O)[C@H](O)[C@@H]2O)CC1 was read as EBI2 block -3.1 and CXCR6 block -6.6.
For Cc1ccc(-c2ccc(CN3C(C)C(=O)N(Cc4cn(CC5CCCCC5)nn4)CCS3(=O)=O)cc2)cc1 (stereo not given) the results were EBI2 block 20.5 and CXCR6 block -9.3.
`CCc1cc(-c2nnn(CCC3COCCO3)c2C(C)(C)O)ccc1-c1cn(CCc2c[nH]c3ccccc23)nn1` (stereo not given) gave EBI2 block 4.3 and CXCR6 block -4.3.
For Cc1nn2c(=O)[nH]cnc2c1Cl the results were EBI2 block -14.7 and CXCR6 block 2.8.
For Cc1ccccc1S(=O)(=O)N(C)C[C@@H]1OCc2cnnn2CCCC(=O)N([C@@H](C)CO)C[C@@H]1C the results were EBI2 block 3.4 and CXCR6 block 0.4.
`CC1(C(=O)Nc2ccc(Cl)c(Cl)c2)CCN1C(=O)C1CCCCC1` (stereo not given) gave EBI2 block 7.3 and CXCR6 block 0.5.
`COc1ccc(-c2ccc(C(=O)Nc3ccc(Cl)cc3)c3occc23)c(C)c1` gave EBI2 block 24.5 and CXCR6 block 1.8.
For C[C@H]1CN([C@@H](C)CO)C(=O)CCCn2nncc2CO[C@@H]1CN(C)S(=O)(=O)c1cccc(F)c1 the results were EBI2 block 3.4 and CXCR6 block 4.3.
COc1cc(C(=S)N2CCOCC2)cc(OC)c1OC(=O)c1ccccc1Cl was read as EBI2 block 8.9 and CXCR6 block 5.0.
For CSc1nc(COC(=O)NC(C)C)c(COC(=O)NC(C)C)n1Cc1ccccc1 the results were EBI2 block -3.9 and CXCR6 block -1.8.
`CN(CCN1CCOCC1)C(=O)c1cc(COc2ccc(F)cc2Cl)on1` gave EBI2 block -10.9 and CXCR6 block -5.0.
COc1ccc(CN2C(=O)C(CC(=O)NCc3ccco3)CC(C(=O)N3CCOCC3)=C2C)cc1 (stereo not given) was read as EBI2 block 1.3 and CXCR6 block 7.0.
`COc1cccc(OCc2cc(C(=O)N(C)C3CCCCC3)no2)c1` gave EBI2 block 12.5 and CXCR6 block 7.0.
CCOC(=O)C1CCCN(C(=O)c2cccc(OC(F)(F)F)c2)CC1 (stereo not given) was read as EBI2 block -7.8 and CXCR6 block -5.6.
CN(C)CCCNC(=O)c1cccc(-c2ccc3nccn3c2)c1 was read as EBI2 block -8.9 and CXCR6 block -2.8.
C[C@H](CO)N1C[C@H](C)[C@@H](CN(C)C(=O)c2ccc3c(c2)OCO3)Oc2cc(/C=C/c3ccccc3)ccc2S1(=O)=O was read as EBI2 block 7.3 and CXCR6 block 13.5.
`CC1(C(=O)NS(=O)(=O)c2cccs2)CCN1C(=O)CCc1ccc(Cl)cc1Cl` (stereo not given) gave EBI2 block 7.4 and CXCR6 block -5.7.
For COc1ccc(-n2c(=O)c3c4c(sc3n(CC(=O)NCC3CCCO3)c2=O)CN(C(C)=O)CC4)cc1OC (stereo not given) the results were EBI2 block 6.6 and CXCR6 block 2.0.
Cc1ccc(F)c(S(=O)(=O)NC(=O)C2(C)CCN2C(=O)c2sccc2C)c1 (stereo not given) was read as EBI2 block -5.1 and CXCR6 block -5.0.
`CNC(=O)C[C@H]1C(=O)N(c2ccc(Br)cc2)C[C@@H]1C` gave EBI2 block -4.1 and CXCR6 block -3.7.
`COc1ccc(Cc2c(-c3cccc(Cl)c3)nc3cc(C)c(Br)c(C)n23)c(C)c1` gave EBI2 block 11.1 and CXCR6 block -0.9.
For COc1ccccc1-c1cnc(C(O)c2ccc(Cl)c(F)c2)[nH]1 (stereo not given) the results were EBI2 block -5.9 and CXCR6 block -4.2.
Screening COCOCCn1cc(CN2CCS(=O)(=O)N(Cc3ccc(-c4ccncc4)cc3)C(C)C2=O)nn1 (stereo not given) returned EBI2 block -8.7 and CXCR6 block -6.2.
For Cc1ccc(S(=O)(=O)N2C[C@H]3N(C(=O)OC(C)C)N(C(=O)OC(C)C)C[C@H](OC(=O)NCc4ccccc4)[C@@]3(O)C2)cc1 the results were EBI2 block 2.3 and CXCR6 block -1.6.
`Cn1c(CCN2CCN(c3ccccn3)CC2)nc2cc(NS(=O)(=O)c3ccc(F)cc3)ccc21` gave EBI2 block -2.1 and CXCR6 block -8.3.
Screening CCCNC(=O)N(C)C[C@H]1Oc2ncc(Br)cc2C(=O)N([C@H](C)CO)C[C@H]1C returned EBI2 block -14.7 and CXCR6 block 1.7.

Filtered by structure, the compounds so far with a cyano group.
For C[C@@H]1CN([C@H](C)CO)C(=O)c2cc(-c3ccc(C#N)cc3)cnc2O[C@H]1CN(C)C(=O)c1ccccc1 the results were EBI2 block 10.0 and CXCR6 block 1.5.
COc1ccc(NC(=O)c2cc(C3CCCCN3C(=O)c3ccc(C#N)cc3)on2)c(C)c1 (stereo not given) was read as EBI2 block -1.1 and CXCR6 block -4.3.

Carrying on:
Screening Nc1ncnc2c1ncn2[C@@H]1O[C@H](C(=O)Nc2cc(C(F)(F)F)cc(C(F)(F)F)c2)[C@@H](O)[C@H]1O returned EBI2 block -3.3 and CXCR6 block -12.6.
`Cc1ccccc1-c1cc2c(c3c1ccn3C)C1CCC2O1` (stereo not given) gave EBI2 block 9.8 and CXCR6 block -3.2.
O=S(=O)(c1ccc(NC(=S)NC23CC4CC(CC(C4)C2)C3)cc1)N1CCCCC1 was read as EBI2 block 37.1 and CXCR6 block -2.5.
Screening Cc1c(C(=O)NCc2cccc(Cl)c2)sc(=O)n1Cc1ccc(F)cc1 returned EBI2 block 5.9 and CXCR6 block 2.0.

Screening data (PubChem BioAssay)
